# Source: PubChem (Johns Hopkins Ion Channel Center)
# CHT PAM – human CHT allosteric activation | 310,000 tested, 0.49% active | B-score at 10 µM | CHT-expressing cells, membrane potential dye, choline EC20; hits give high values; LV-AA mutant CHT in HEK293 cells;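 active = initial fluorescence not abnormally high and integrated response B-score, plate-corrected, over 3 SD above library mean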
# Target sequence (Q9GZV3 whole entry, looked up): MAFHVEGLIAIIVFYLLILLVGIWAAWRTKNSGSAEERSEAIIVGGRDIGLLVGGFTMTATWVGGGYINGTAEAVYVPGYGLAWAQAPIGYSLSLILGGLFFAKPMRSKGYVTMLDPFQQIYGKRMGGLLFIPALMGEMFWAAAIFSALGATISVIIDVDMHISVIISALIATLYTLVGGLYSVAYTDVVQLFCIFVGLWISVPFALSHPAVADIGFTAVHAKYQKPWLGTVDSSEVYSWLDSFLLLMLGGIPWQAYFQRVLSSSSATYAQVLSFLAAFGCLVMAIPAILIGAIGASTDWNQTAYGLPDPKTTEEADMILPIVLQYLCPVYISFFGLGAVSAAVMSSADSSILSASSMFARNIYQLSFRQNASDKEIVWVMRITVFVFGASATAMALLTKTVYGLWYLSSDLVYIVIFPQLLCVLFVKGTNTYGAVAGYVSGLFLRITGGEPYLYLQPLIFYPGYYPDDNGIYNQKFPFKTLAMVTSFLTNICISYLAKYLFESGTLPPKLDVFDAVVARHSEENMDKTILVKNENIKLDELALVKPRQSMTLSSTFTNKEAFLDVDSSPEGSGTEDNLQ
# CHT block – human CHT choline transport inhibition | 310,000 tested, 0.86% active | CHT-expressing cells, membrane potential dye, choline response; hits give low values | AID 488975 | B-score at 10 µM;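 active = B-score over 3 SD under the library average, and starting fluorescence ratio not unusually high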;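 note: choline stimulus applied at its EC90 after an EC20 pre-addition; B-score computed on integrated fluorescence ratio after choline addition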
# * hit, by the source's call; i = inactive.
# Sample of the layout:
mol | CHT block | CHT PAM
COCCn1cnc2cc(C)c(C)cc21 | i | i
CC(=O)c1cccc(NC(=O)c2ccc(NC(=O)CC3SC(N4CCCCC4)=NC3=O)cc2)c1 (stereo unspecified) | i | i
CC(C)(C)NC(=O)CN(CCN1CCOCC1)C(=O)CNS(=O)(=O)c1ccccc1 | i | i

# Results, previewed entries included:
mol | CHT block | CHT PAM
COCCn1cnc2cc(C)c(C)cc21 | i | i
CC(=O)c1cccc(NC(=O)c2ccc(NC(=O)CC3SC(N4CCCCC4)=NC3=O)cc2)c1 (stereo unspecified) | i | i
CC(C)(C)NC(=O)CN(CCN1CCOCC1)C(=O)CNS(=O)(=O)c1ccccc1 | i | i
COC(=O)[C@H](Cc1ccccc1)NC(=O)N1CCN(Cc2ccccc2)CC1 | i | i
Cc1ccc(C(=O)C[n+]2cccc(C(N)=O)c2)cc1 | i | i
O=C(NCCC1=CCCCC1)C1CC(=O)N(C2CCCCCC2)C1 (stereo unspecified) | i | i
Cc1ccc(CC(=O)NCC(c2ccco2)N(C)C)cc1C (stereo unspecified) | i | i
CCC1CCCCN1Cc1nc2c(c(=O)n(C)c(=O)n2C)n1CC(C)C (stereo unspecified) | i | i
CCc1c(O)nc(SC2CC(=O)N(c3ccccc3)C2=O)[nH]c1=O (stereo unspecified) | i | i
O=C(Nc1cccc2ccccc12)N1CCOCC1 | i | i
Cc1ccccc1NC(=O)c1cc2ccccn2n1 | i | i
Cc1cc(NC(=O)Cn2nc(C)c([N+](=O)[O-])c2C)no1 | i | i
CCN(CC)CCCN(Cc1cc2cc3c(cc2[nH]c1=O)OCO3)C(=S)NCCCN(C)C | i | i
N#C/C(=C(/O)CCCl)c1ccccn1 | i | i
COc1cc(C(=O)/C=C/Nc2ccc(NC(C)=O)cc2)cc(OC)c1OC | i | i
CC1=NCCN1S(=O)(=O)c1cc(Cl)ccc1Cl | i | i
COc1ccc(C(=O)NNC(=O)c2ccc(S(=O)(=O)N3CC(C)OC(C)C3)cc2)cc1 (stereo unspecified) | i | i
O=C(CCCn1c(=S)[nH]c2ccccc2c1=O)NCCSCc1ccccc1 | i | i
CCCCOC(=O)Nc1ccc(C(=O)OCCC)cc1 | i | i
COc1ccc(C)cc1-n1cnnn1 | i | i
Cc1ccccc1C(=O)Nc1cccc(-c2ccc(N3CCOCC3)nn2)c1 | i | i
CNc1ccccc1C(C)(C)c1cc(-c2cccc(Br)c2)no1 | i | i
CCCNC(=O)C1CCN(S(=O)(=O)c2ccc(Br)cc2)CC1 | i | i
Cc1ccc(C(=O)NCC#N)cc1 | i | i
CC1(C)Cc2c(c(N3CCOCC3)nc3sc(C#N)c(N)c23)CS1 | i | i
CC1=C(C(=O)N2CCCC(N3CCN(c4ccccc4C)CC3)C2)OCCO1 (stereo unspecified) | i | i
O=C(CN1CCN(C(=O)c2ccco2)CC1)Nc1ccc(Cl)c(C(F)(F)F)c1 | i | i
CCCc1nc2oc3cc(OC)ccc3c(=O)c2c(=O)n1Cc1ccco1 | i | i
CCN(CC)CCNC(=O)CCCCn1c(=S)[nH]c2c([nH]c3ccc(OC)cc32)c1=O | i | i
COCCNC(=O)c1ccc(S(=O)(=O)N2CCCc3ccccc32)cc1 | i | i
O=Cc1cccc(OC(=O)c2ccc(Cl)cc2Cl)c1 | i | i
O=C(OC1CCCCC1=O)c1cccc(S(=O)(=O)NCc2ccccc2)c1 (stereo unspecified) | i | i
Cc1ccc(S(=O)(=O)c2cn(C)c3cc(N4CCN(C)CC4)c(F)cc3c2=O)c(C)c1 | i | 9.07*
O=C(c1cccc(Cl)c1)N1CCN(Cc2ccccc2)CC1 | i | i
O=S(=O)(NCC1CCN(Cc2ccccc2)CC1)c1ccccc1C(F)(F)F | i | i
COc1ccc(/C=N/n2cnnc2)cc1Oc1nc(Cl)ncc1F | i | i
O=C(O)CSCC(=O)NCc1cccc(C(F)(F)F)c1 | i | i
Cc1cc(C(=O)N/N=C/C=C/c2ccc(Br)cc2)n[nH]1 | i | i
CCC(C)N1C(=O)N(c2cccc(Cl)c2)C(C)(O)CC1(C)C (stereo unspecified) | i | i
On1nnc2ccc(C(F)(F)F)cc21 | i | i
Cc1cc(NC(=O)CCC(=O)N(Cc2ccco2)C(C(=O)NC2CCCC2)c2ccccc2F)no1 (stereo unspecified) | i | i
O=C(NCCCN1CCOCC1)c1ccc(CS(=O)(=O)c2ccc(Br)cc2)o1 | i | i
c1ccc(Nc2nc(-c3ccccn3)cs2)cc1 | i | i
Cc1ccc(C(=O)c2oc3ccccc3c2N)cc1 | i | i
COc1cc(CCC(=O)NNC(=O)c2ccc(Cl)cc2)cc(OC)c1OC | i | i
O=C(CCN1C(=O)c2ccccc2S1(=O)=O)Nc1ccccc1O | i | i
CCc1cc(=O)oc2cc(OCC(=O)O)c(Cl)cc12 | i | i
COc1cc(CO)cc(Br)c1OCc1cccnc1 | i | i
CCCCN(C(=O)CCC(=O)Nc1cc(C)on1)C(C(=O)NC(C)(C)C)c1cccc(OC)c1OC (stereo unspecified) | i | i
O=[N+]([O-])c1cc(CN(CCO)CCO)ccc1O | i | i
CCOC(=O)CN1C(=O)N[C@@H](c2cccc(C(F)(F)F)c2)[C@H](C(C)=O)[C@H]1C | i | i
Cc1ccc(NS(=O)(=O)c2ccc3c(c2)CCN3C(=O)CCC(=O)O)cc1Cl | i | i
CCOc1ccccc1-n1c(SCC(=O)N2CCCC2)nnc1-c1ccoc1C | i | i
COc1ccc(CC(=O)Nc2cccc(C)n2)cc1OC | i | i
CSc1nc2c(cnn2-c2ccccc2)c(=O)n1N | i | i
COc1ccccc1NC(=S)NCc1ccccc1Cl | i | i
CCCNC(=O)c1n[nH]c(=O)c2ccccc12 | i | i
COC(=O)c1ccc(Oc2cc(C)nc(-n3nc(C)cc3C)n2)cc1 | i | i
CC(=O)N1CCc2cc(S(=O)(=O)NCCCN3CCCCC3)ccc21 | i | i
CC(C)n1cc(/C(N)=N/O)c(=O)n(Cc2ccccc2)c1=O | i | i

# Additional results.
mol | CHT block | CHT PAM
NS(=O)(=O)c1ccc(CCNC(=O)c2cccnc2)cc1 | i | i
CCOC(=O)c1cnc(SC)nc1N | i | i
COc1ccc(Nc2cc(C(=O)NCCCN3CCN(C)CC3)c3ccccc3n2)cc1 | i | i
NS(=O)(=O)c1ccc(NC(=O)/C=C/c2cccc(Cl)c2)cc1 | i | i
Cc1ccc(C)n1-c1ccc(C(=O)Nc2ccccc2)cc1 | i | i
O=C(C(=O)N1CCN(c2ccc(F)cc2)CC1)c1cn(CC(=O)N2CCOCC2)c2ccccc12 | i | i
Cc1ccc(C(=O)Nc2ccc(S(=O)(=O)N3CCCC3)cc2)s1 | i | i
Nc1c(N(Cc2ccccc2)C(=O)COc2ccc(F)cc2)c(=O)[nH]c(=O)n1Cc1ccccc1 | i | i
CCN(Cc1nc(-c2ccc(OC)c(OC)c2)no1)C(=O)c1ccc2c(c1)OCO2 | i | i
Cc1ccc(NC2CCCN(C(=O)c3cccnc3)C2)cc1C (stereo unspecified) | i | i
CC(C)OC(=O)c1cccc(C(=O)Oc2ccc(Br)cc2)n1 | i | i
O=C(O)CCCC(=O)Nc1c(F)c(F)c(F)c(F)c1F | i | i
Cc1nc2ccccn2c1C(=O)c1ccccc1 | i | i
O=C(CN(Cc1ccc(F)cc1)C(=O)CCC(=O)Nc1nccs1)NCC1CCCO1 (stereo unspecified) | i | i
CCOCc1cc(CN2CCC(CCC(=O)NC3CC3)CC2)ccc1OC | i | i
Cc1ccc(/C=C/C(=O)NCC2COc3ccccc3O2)o1 (stereo unspecified) | i | i
CN(Cc1ccccc1NS(=O)(=O)c1ccc2ccccc2c1)C1CCCCC1 | i | i
Cc1cc(N2CCN(C)CC2)nc2ccc(NC(=S)N3CCN(c4ccc(F)cc4)CC3)cc12 | i | i
Cc1ccc(NC(=O)C(=O)NCC2CCCN2S(=O)(=O)c2cccs2)c(C)c1 (stereo unspecified) | i | i
O=C(Nc1ccc(N2CCOCC2)c(Cl)c1)c1ccc(Br)o1 | i | i
CCN(CC)CCNC(=O)c1ccc(Cl)c(S(=O)(=O)Nc2ccc(Cl)cc2)c1 | i | i
O=C(O)Cn1cc(C(=O)C(F)(F)F)c2ccccc21 | i | i
CCCN1CCN(C(=O)C2CCCN(c3ncnc4c3nc3n4CCCCC3)C2)CC1 (stereo unspecified) | i | i
CSCCC1NC(=O)N(CC(=O)Nc2ccc(-c3ccccc3)cc2)C1=O (stereo unspecified) | i | i
COc1ccc(C(=O)N2CCN(c3nnnn3-c3ccccc3)CC2)cc1OC | i | i
COc1ccccc1C(CNC(=O)c1cccc(S(=O)(=O)Nc2ccc(C)cc2)c1)N1CCCC1 (stereo unspecified) | i | i
CC[C@H](C)C1NC(=O)[C@H](CC(=O)O)NC(=O)c2cc([N+](=O)[O-])cc(I)c2NCCC(C(N)=O)NC1=O (stereo partly specified) | i | i
Cc1n[nH]c(=O)nc1N/N=C/c1cccs1 | i | i
Cn1c(CNc2ccc(Br)cc2)nc2ccccc21 | i | i
COCC(=O)N(C)c1nnc(-c2ccccn2)s1 | i | i
Cc1ccc(OCCn2cc(C(=S)N3CCCC3)c3ccccc32)cc1C | i | i
CCCCCCOc1ccc(N2C(=O)CC(N3CCC(C(=O)OCC)CC3)C2=O)cc1 (stereo unspecified) | i | i
O=C1c2ccccc2C(O)(c2ccccc2)N1CCc1ccccc1 (stereo unspecified) | i | i
CCn1nnnc1SCC(=O)Nc1nc(C)c(C)s1 | i | i
CCN(CC)c1nc2c(c(=O)[nH]c(=O)n2C)n1Cc1ccccc1 | i | i
OC1CCN(C(=S)NCCc2ccccc2)CC1 | i | i
C/C(=N\OCC(=O)OCC(=O)N(Cc1ccccc1)C(C)(C)C)c1ccc2c(c1)OCO2 | i | i
CCc1ccc(NC(=O)Cc2cn(C)c3ccccc23)cc1 | i | i
COc1ccc(C(=O)Nn2c(SCc3ccc([N+](=O)[O-])cc3)nc3ccccc3c2=O)cc1 | i | i
COc1ccc(-c2cc(C(=O)Nc3cc(OC)c(OC)c(OC)c3)no2)cc1OC | i | i
Cc1cc(C)cc(N(C(=O)C2CCCC2)C2C=CS(=O)(=O)C2)c1 (stereo unspecified) | i | i
O=C(O)COCC(=O)Nc1ccc(-n2nc(C(F)(F)F)cc2-c2cccs2)cc1 | i | i
C/C(=N\NC(=S)NCc1ccccc1)c1ccco1 | i | i
CCN(CC)C(=O)CC(c1ccc(N(C)C)cc1)c1c(OC)cc(OC)c2c(-c3ccccc3)cc(=O)oc12 (stereo unspecified) | i | i
COC(=O)C1=COC(C)C2CN3CCc4c([nH]c5cc(OC)c(OC)cc45)C3CC12 (stereo unspecified) | i | i
CC(/C=C/c1ccc2c(c1)OCO2)=N\NC(=O)c1cccc([N+](=O)[O-])c1 | i | i
COc1ccc(COCC(O)CN2CCc3ccccc3C2)cc1OC (stereo unspecified) | i | i
CSc1ccccc1OCc1cc(C(=O)N[C@H]2CCCCNC2=O)no1 | i | i

# Ordered by SMILES length (lowest first): some entries from above.
mol | CHT block | CHT PAM
CCc1ccc(NC(=O)Cc2cn(C)c3ccccc23)cc1 | i | i
COc1ccc(COCC(O)CN2CCc3ccccc3C2)cc1OC (stereo unspecified) | i | i
CSc1ccccc1OCc1cc(C(=O)N[C@H]2CCCCNC2=O)no1 | i | i
COc1ccc(-c2cc(C(=O)Nc3cc(OC)c(OC)c(OC)c3)no2)cc1OC | i | i
COC(=O)C1=COC(C)C2CN3CCc4c([nH]c5cc(OC)c(OC)cc45)C3CC12 (stereo unspecified) | i | i
CCN(CC)C(=O)CC(c1ccc(N(C)C)cc1)c1c(OC)cc(OC)c2c(-c3ccccc3)cc(=O)oc12 (stereo unspecified) | i | i

# Other results follow:
mol | CHT block | CHT PAM
COc1ccc(NC(=O)CCC(=O)OCc2ccc(C(=O)Oc3ccc(Cl)cc3)cc2)cc1 | i | i
CCC(C)NC(=O)c1ccc(CSCc2ccc(Cl)cc2)o1 (stereo unspecified) | i | i
O=C(NC1CCCCC1)NC1CC2CCC(C1)N2C(=S)NCc1ccco1 (stereo unspecified) | i | i
COc1cc(OC)cc(-n2nnnc2SCC(=O)N2CCCC2)c1 | i | i
CCOc1ccc(CNS(=O)(=O)c2cccs2)cc1OCC | i | i
CCCCC(=O)Nc1ccc(C(=O)NCCN2CCOCC2)cc1 | i | i
CN(C)CCCN1C(=O)c2cc3ccccc3cc2C1=O | i | i
CCCCn1c2ccc(C)cc2c2nnc(SCCN3CCCCC3)nc21 | i | i
CC(C)(C)C(=O)Nc1ccc(Sc2ccc([N+](=O)[O-])cc2)cc1 | i | i
CS(=O)(=O)NCc1csc(-c2ccccc2)n1 | i | i
CCOC(=O)c1c(C)nn(Cc2ccccc2)c1N | i | i
C/C(=N\Nc1cccc2cccnc12)c1ccccn1 | i | i
Cc1ccc(C(=O)N2CCN(c3ncccn3)CC2)cc1 | i | i
COC(=O)c1ccc(NC(=O)CNc2ccccc2)cc1 | i | i
Oc1ccc(N=Nc2ccccc2C(F)(F)F)c2cccnc12 | i | i
COc1cc(NC(=O)c2cc3c(CO)cnc(C)c3oc2=Nc2cccc(C(N)=O)c2)cc(OC)c1 | i | i
C=CCOc1ccc(/C=C/C(=O)OCC(=O)N(C)C2CCS(=O)(=O)C2)cc1 (stereo unspecified) | i | i
O=C(COC(=O)c1n[nH]c2ccccc12)NCc1ccccc1 | i | i
CCS(=O)(=O)c1ccc2oc(Nc3ccccc3C)nc2c1 | i | i
Cc1cccc(-n2c(-c3ccco3)n[nH]c2=S)c1 | i | i
Fc1ccc(-c2cnc[nH]2)cc1 | i | i
O=[N+]([O-])c1ccc(Sc2n[nH]c(-c3ccccc3)n2)nc1 | i | i
CC1CCC(C(C)C)C(OC(=O)C[n+]2cc(-c3ccc(Cl)cc3)n3c2CCCCC3)C1 (stereo unspecified) | i | 13.4*
